Bfl-1 inhibitors – displacement of Bid BH3 peptide from Bfl-1 – biochemical, fluorescence polarization, FITC-Bid, mouse, primary screen (AID 432); FITC-Bid BH3 peptide fluorescence polarization displacement; higher % means a stronger effect; hit rate 0.02% among 64,000; displacement, % at 20 µM; hits with a dose series show IC50 in µM; in the data active = a potency from the dose series; inactive = the rest, 99 in 100 with displacement below about 15%; note: strong numbers were not always called active
HPDE-C7 cytotoxicity – HPDE-C7 pancreatic duct cell viability loss – fluorescence, HTS (AID 430) | HPDE-C7 pancreatic duct cells viability, fluorescence; higher % means a stronger effect | one-dose cytotoxicity, % at 10 µM; EC50 in µM for titrated hits | hit rate 1.8% among 63,000;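 note: cells exposed to compound for 48 hours before viability readout; 0% = vehicle and 100% = reference cytotoxic drug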
HPDE-C7K KRASV12 – cytotoxicity in KRAS-transformed pancreatic duct cells, primary screen, cell-based, fluorescence, HTS (AID 431). HPDE-C7K KRASV12 cells, Alamar Blue viability, 48 h; higher % means a stronger effect. cytotoxicity, % at 10 µM; hits with a dose series show EC50 in µM. hit rate 1.7% among 63,000;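 active = compounds whose percent cytotoxicity in the single-dose primary screen, scaled between solvent and toxic-drug controls, exceeds 50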;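 note: 0% = DMSO solvent wells and 100% = doxorubicin-treated wells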
MK inhibit – blocks S. pneumoniae mevalonate kinase | purified MK, PK/LDH-coupled NADH absorbance 340 nm | inhibition, % at 10 µM | hit rate 0.48% among 65,000 | AID 555;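 active = ranked among the strongest by inhibition in the single 10 µM screen, a fixed top-ranked set picked for dose follow-up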; note: no value below 0 was filed
HT1080 viability – cytotoxicity in HT1080 fibrosarcoma cells, cell-based, fluorescence readout (AID 620); HT1080 viability, fluorescence; higher % means a stronger effect; one-dose cytotoxicity, % at 10 µM; EC50 in µM for titrated hits; hit rate 0.42% among 87,000;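 note: cells exposed to compound overnight then 4 h with Alamar Blue; 0% = vehicle DMSO and 100% = killing control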
Alkaline phosphatase – inhibition of tissue-nonspecific alkaline phosphatase – biochemical, luminescent (AID 518); hit rate 0.09% among 64,000; purified TNAP enzyme, luminescent substrate readout; higher % means a stronger effect; one-dose inhibition, % at 20 µM; IC50 in µM for titrated hits; in the data active = a potency from the dose series; inactive = the rest, 99 in 100 with inhibition below about 22%;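 note: plate controls were vehicle for no effect and reference inhibitor for full effect; many of its hits are not listed in these tables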
DPM-DC inhibit – S. pneumoniae DPM-DC inhibition | AID 556 | calls only at 10 µM | purified DPM-DC, PK/LDH coupled NADH fluorescence | hit rate 0.49% among 65,000;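 active = the 320 compounds with the highest percent inhibition in the single-dose primary screen, excluding strongly autofluorescent ones, cut at about 32% in these data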;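 note: kinetic rate of NADH fluorescence loss reporting ADP formed by the decarboxylase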
LYP phosphatase – LYP phosphatase inhibitors, primary screen, biochemical, DiFMUP fluorescence, recombinant catalytic domain, 10 µM (AID 606). inhibition, % at 10 µM; hits with a dose series show IC50 in µM. recombinant LYP catalytic domain, DiFMUP fluorescence; higher % means a stronger effect. 52,000 tested, under 10 active;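 active = IC50 under 40 µM in the dose-response test; inactive = IC50 of 40 µM or more, or never dose-tested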
PMK inhibit – blocks S. pneumoniae phosphomevalonate kinase. purified PMK, PK/LDH-coupled NADH absorbance 340 nm. inhibition, % at 10 µM. hit rate 0.49% among 65,000;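 active = top-ranked compounds by inhibition in the single 10 µM screen, taking a fixed number of the strongest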;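 note: 0% = full reaction with DMSO carrier and 100% = background rate without enzyme reaction; no value below 0 was filed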
PMK inhibit pilot replicates – second read-out of PMK inhibit, no call of its own (marks repeat the call); inhibition, %; measured here: pilot screen replicates
MK inhibit pilot replicates – also measured in MK inhibit; calls as there; inhibition, %; measured here: pilot screen replicates
DPM-DC inhibit pilot screen % – recorded beside DPM-DC inhibit, whose call it bears; inhibition, %; measured here: pilot screen trials
* hit, by the source's call; i = inactive; / = no result given. Cut-off read from the data, not from the text of the source, unless noted: active = cytotoxicity above about 50%; inactive = the rest. The order is random; overall some 3.6% were active at least once.

SMILES | Bfl-1 inhibitors | HPDE-C7 cytotoxicity | HPDE-C7K KRASV12 | MK inhibit | HT1080 viability | Alkaline phosphatase | DPM-DC inhibit | LYP phosphatase | PMK inhibit | others
CSc1nc2ccccc2n1CC(=O)Nc1ccc(C)c(C)c1 | -2% | -7% | 2% | 0 | / | 7% | i | -2% | 0
Cc1nc2oc3ccccc3c(=O)c2c(=O)n1Cc1ccccc1 | -5% | 6% | 12% | 8 | 5% | 12% | i | / | 5
CN(C1CCCCC1)S(=O)(=O)c1ccc2c(c1)c(=O)c(C(=O)NCCCN1CCCC1)cn2C | 2% | -5% | -2% | 7 | -6% | 9% | i | 14% | 0
O=C(O)c1cnn2c(C(F)(F)F)cc(-c3ccco3)nc12 | -1% | -3% | -9% | 4 | 4% | 10% | i | 2% | 0
O=C(Cn1nnc2ccccc21)C1CC1 | -1% | -3% | 2% | 2 | -4% | 4% | i | 6% | 13
O=C(Cc1nn[nH]n1)NCCC1=CCCCC1 | -3% | 6% | 3% | 0 | -12% | 12% | i | 5% | 14 | PMK inhibit pilot replicates=0.0;MK inhibit pilot replicates=0.0;DPM-DC inhibit pilot screen %=0.0
CCOC(=O)N1CCN(c2ncnc3nc[nH]c23)CC1 | 1% | 6% | 7% | 4 | / | 1% | i | 25% | 3
CS(=O)(=O)N(CC(=O)N1CCN(Cc2ccccc2)CC1)C1CCCCC1 | -1% | -6% | -10% | 17 | -5% | 3% | i | 5% | 0
Cn1c(C(=O)NCCCN2CCN(c3cccc(Cl)c3)CC2)cc2c(=O)n(C)c3ccccc3c21 | 3% | -7% | 4% | 2 | 36% | -5% | i | / | 0
CCc1ccc(C2C(C#N)=C(N)SC(N)=C2C#N)s1 | -7% | 18% | 9% | 3 | -2% | 6% | i | 17% | 0
CCOC(=O)C1CCN(c2ncnc3nc[nH]c23)CC1 | -3% | -5% | -4% | 14 | / | -2% | i | -3% | 2
Cc1[nH]nc2c1C(c1ccc(F)cc1)C(C#N)=C(N)O2 (stereo not drawn) | -6% | -8% | -11% | 0 | 6% | 8% | i | / | 0
COc1ccc(S(=O)(=O)N(C)c2ccc(C(=O)NCC3CCCO3)cc2)cc1 (stereo not drawn) | -8% | -14% | -1% | 4 | -3% | 10% | i | 7% | 9
Nc1c(C(O)(C(F)(F)F)C(F)(F)F)ccc2ccccc12 | -6% | 34% | 35% | 0 | 0% | 5% | i | / | 16
O=C(O)CNC(=O)c1ccccc1F | 1% | -2% | -2% | 6 | 8% | 8% | i | 6% | 16
COCCOC(=O)c1c(C)oc2ccc(OCC=C(C)C)cc12 | 6% | -10% | -6% | 3 | 2% | 7% | i | 8% | 5
CSC1=NCCN1C(=O)c1ccc(S(=O)(=O)N2CCOCC2)cc1 | -4% | -20% | -9% | 8 | 8% | -4% | i | 13% | 11
Clc1ccccc1Cn1nnc(-c2cccs2)n1 | 10% | 0% | 2% | 0 | -8% | 12% | i | 9% | 4
COc1ccc(N2CCCCn3c2nc2c3c(=O)[nH]c(=O)n2C)cc1 | 0% | -13% | -8% | 16 | 4% | 6% | i | 17% | 19
CCOc1ccc(NC(=O)CCS(=O)(=O)c2cccc3nsnc23)cc1 | -2% | 4% | 0% | 9 | 2% | 11% | i | -12% | 0

Fetched by structure from the list above (two):
SMILES | Bfl-1 inhibitors | HPDE-C7 cytotoxicity | HPDE-C7K KRASV12 | MK inhibit | HT1080 viability | Alkaline phosphatase | DPM-DC inhibit | LYP phosphatase | PMK inhibit | others
CSC1=NCCN1C(=O)c1ccc(S(=O)(=O)N2CCOCC2)cc1 | -4% | -20% | -9% | 8 | 8% | -4% | i | 13% | 11
O=C(Cc1nn[nH]n1)NCCC1=CCCCC1 | -3% | 6% | 3% | 0 | -12% | 12% | i | 5% | 14 | PMK inhibit pilot replicates=0.0;MK inhibit pilot replicates=0.0;DPM-DC inhibit pilot screen %=0.0

Carrying on.
SMILES | Bfl-1 inhibitors | HPDE-C7 cytotoxicity | HPDE-C7K KRASV12 | MK inhibit | HT1080 viability | Alkaline phosphatase | DPM-DC inhibit | LYP phosphatase | PMK inhibit | others
Cc1c(N=Cc2c(O)n(C3CCCCC3)c(=O)[nH]c2=O)c(=O)n(-c2ccccc2)n1C | -2% | 11% | 18% | 0 | -9% | 15% | i | 4% | 0
O=C(O)COc1ccc(Br)cc1/C=N/O | -2% | -4% | -5% | 10 | 4% | 4% | i | -12% | 18
COc1ccc2cc3cc(C(=O)NCCN4CCN(Cc5ccccc5)CC4)oc3nc2c1 | -3% | -2% | 2% | 3 | 3% | 10% | / | 2% | 12
Cn1c(SCc2cccnc2)nc2cccnc21 | -13% | -2% | -31% | 2 | 4% | 10% | i | 16% | 13
Cc1c(NC(=O)C2CCCN(S(=O)(=O)c3cnc[nH]3)C2)c(=O)n(-c2ccccc2)n1C (stereo not drawn) | -1% | -5% | 0% | 2 | -1% | 9% | i | 9% | 8
Nc1[nH]nc2nc(NCc3ccccc3)c3c(c12)CCN(Cc1ccccc1)C3 | 0% | 35% | 41% | 0 | -8% | -56% | i | 1% | 5
CCOC(=O)Cc1csc(NC(=O)c2ccco2)n1 | -10% | -10% | -6% | 9 | -2% | 3% | i | 13% | 5
CCOc1cccc(OCCCCN2CCCCC2)c1 | -2% | 3% | 2% | 29 | -4% | 4% | i | -2% | 12
COC(=O)CN(c1ccccc1)S(=O)(=O)c1ccc(F)cc1 | 5% | -8% | -10% | 4 | -1% | 7% | i | 0% | 1
CCCCN1C(=O)/C(=C2\SC(N3CCCCC3)=NC2=O)c2ccccc21 | -6% | 22% | 17% | 7 | -4% | 20% | i | / | 10
COc1ccc(-c2nnc(SCC(=O)NCc3ccco3)o2)cc1 | -3% | -6% | -6% | 2 | 2% | 6% | i | -25% | 15
Cc1cc(C)n(-c2ccc(C(=O)N3CCc4ccccc43)cc2)n1 | -3% | -20% | -9% | 13 | -5% | 12% | i | 0% | 15
CCN(CC(=O)NC1CCS(=O)(=O)C1)c1nc(-c2ccccc2)nc2ccccc12 (stereo not drawn) | -1% | -16% | -9% | 0 | -1% | 4% | i | / | 11
O=C(c1ccc(N2CN(C(=O)c3ccco3)c3nc4ccccc4nc32)cc1)N1CCOCC1 | 3% | 4% | -14% | 1 | 0% | 0% | i | -3% | 13
CCC(=O)Nc1ccc(-c2nc(-c3ccccc3)n(CC(=O)N3CCCCC3)n2)cc1 | -3% | 5% | 3% | 7 | -6% | 4% | i | -12% | 3
CCCCn1c(SCC(=O)Nc2cccc(OC)c2)nc2ccc(N3CCOCC3)cc2c1=O | -3% | 14% | 11% | 3 | 1% | 11% | i | / | 2
O=C(CCCSc1nc(-c2ccco2)cc(C(F)(F)F)n1)NCc1cccs1 | 1% | -4% | -6% | 0 | 6% | 11% | i | 11% | 2
CCC(CC)C(=O)Nc1nnc(SCC(=O)N2CCN(c3ccccc3OC)CC2)s1 | -3% | 3% | 19% | 0 | 2% | 10% | i | / | 4
COc1ccccc1NC(=O)Nc1ccc(Br)cn1 | -7% | / | / | 4 | 0% | 4% | i | 1% | 0
CCn1c(CNc2ccc(F)cc2)nnc1SCC(=O)Nc1ccc(OC)cc1OC | -1% | -30% | -23% | 0 | -13% | 14% | i | 4% | 18
Cc1cccc(OCC(=O)Nc2ccc(N3CCN(S(C)(=O)=O)CC3)cc2)c1C | -2% | -6% | -17% | 0 | 34% | 9% | i | / | 21
COc1ccccc1Cn1c(=O)c2ccccc2n2c(SCc3csc(C)n3)nnc12 | -1% | 10% | 6% | 3 | 4% | 1% | i | 10% | 18
O=C(CNC(=O)C1CCCCC1)NC1=NCCS1 | -3% | -14% | -9% | 0 | 1% | 9% | i | 8% | 0
CCn1c(C(C)NC(=O)c2cccc(C)c2)nc2ccccc21 (stereo not drawn) | 0% | -2% | 5% | 9 | 1% | 8% | i | / | 16
CCOc1ccc(N=C2NC(=O)C(CC(=O)O)S2)cc1 (stereo not drawn) | 0% | -4% | 6% | 5 | 5% | 13% | i | / | 16
O=C(C1CCN(C2CC(=O)N(c3ccc(Cl)cc3)C2=O)CC1)N1CCOCC1 (stereo not drawn) | -2% | -14% | -2% | 7 | 0% | 9% | i | -19% | 4
OCc1ccnc2c(O)cccc12 | -4% | -13% | 12% | 8 | / | -24% | i | 10% | 15
CN(Cc1ccco1)C(=O)c1ccc(N2CCCC2=O)cc1 | -6% | -4% | 2% | 0 | -2% | 8% | i | 16% | 11
Cc1cc(N2CCC3(CC2)OCCO3)n2nc(C)c(-c3ccc(Cl)cc3)c2n1 | -1% | -8% | 8% | 0 | -2% | -5% | i | 13% | 20 | PMK inhibit pilot replicates=1.0;MK inhibit pilot replicates=0.0;DPM-DC inhibit pilot screen %=3.5
O=C1NC2c3ccccc3C(=O)N2c2c1cnn2-c1ccccc1 (stereo not drawn) | -1% | 15% | 18% | 8 | 1% | 16% | i | 2% | 5 | PMK inhibit pilot replicates=2.0;MK inhibit pilot replicates=0.0;DPM-DC inhibit pilot screen %=0.0
COCc1cc(C)nc(SCC(=O)Nc2ccc(C)c(C)c2)c1C#N | -3% | -12% | -27% | 3 | -18% | 15% | i | / | 0
Cc1cc(Cl)ccc1OCC(=O)N1C(C)CCCC1C (stereo not drawn) | -4% | 4% | -13% | 11 | -10% | 5% | i | -1% | 8
CC(C)(C)NC(=O)Cn1ccc(=N)c2ccccc21 | -6% | 4% | 9% | 6 | -13% | 13% | i | 11% | 0
Cc1ccc(NC(=O)c2oc3ccc(S(=O)(=O)N4CCOCC4)cc3c2C)cc1C | 2% | -15% | -5% | 4 | -4% | 6% | / | 5% | 11 | PMK inhibit pilot replicates=3.0;MK inhibit pilot replicates=4.0
CCCSc1nnc(NC(=O)Nc2ccc(F)cc2)s1 | 0% | 70%* | 75%* | 11 | 4% | 10% | i | 10% | 7
CCOC(=O)N1CCN(CC(=O)Nc2ccc(OC)cc2)CC1 | -4% | -16% | -5% | 0 | 5% | 9% | i | / | 0
CCOC(=O)N1CCN(S(=O)(=O)c2ccc(OCC(=O)OC)c(C)c2)CC1 | 3% | 5% | 14% | 5 | / | 10% | i | -3% | 11
OCCN1CCN(C(c2cccs2)c2ccc3cccnc3c2O)CC1 (stereo not drawn) | -9% | 79%* | 84%* | 0 | 17% | 8% | i | 10% | 14
O=C(O)CCC(NS(=O)(=O)c1ccc(-c2ccccc2)cc1)C(=O)O (stereo not drawn) | -7% | 1% | -1% | 11 | 4% | -4% | i | 12% | 8
O=C(O)c1cc(-c2cccs2)nc2cc3c(cc12)OCCO3 | 2% | 5% | -3% | 11 | -3% | 13% | / | 4% | 0

A draw from above in order of length of the SMILES, highest first:
SMILES | Bfl-1 inhibitors | HPDE-C7 cytotoxicity | HPDE-C7K KRASV12 | MK inhibit | HT1080 viability | Alkaline phosphatase | DPM-DC inhibit | LYP phosphatase | PMK inhibit | others
O=C(O)CCC(NS(=O)(=O)c1ccc(-c2ccccc2)cc1)C(=O)O (stereo not drawn) | -7% | 1% | -1% | 11 | 4% | -4% | i | 12% | 8
CCOC(=O)N1CCN(CC(=O)Nc2ccc(OC)cc2)CC1 | -4% | -16% | -5% | 0 | 5% | 9% | i | / | 0
CCCSc1nnc(NC(=O)Nc2ccc(F)cc2)s1 | 0% | 70%* | 75%* | 11 | 4% | 10% | i | 10% | 7
